# Screening results as filed in PubChem.
# CHO-K1 Ca antag – M1 antagonist counterscreen hit in parental CHO-K1 cells; AID 602250; 360,000 tested, 0.6% active; ATP-induced calcium, Fluo-8 fluorescence; inhibition, % at 3 µM;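 active means inhibition above a per-plate cutoff, the plate's mean sample inhibition plus 3 SD, cut at about 24% in these data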;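 further: 0% = DMSO plus EC80 ATP and 100% = DMSO alone without ATP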
# OXTR potentiate – human OXTR potentiators, primary screen, fluorescence, CHO-OTR cells, Fluo-8 calcium; Oxytocin receptor (Homo sapiens), P30559; Fluo-8 calcium fluorescence, potentiator mode; 0% = oxytocin EC15, 100% = EC100; activation, % at 3 µM; 320,000 tested, 0.061% active;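 active means activation above that plate's cutoff, the mean activation of tested compounds plus 3 SD, cut at about 6.6% in these data, passing the limit was not always enough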;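 further: 100% uses oxytocin at 75 nM as the full agonist control; some results filed as inactive read as strong as hits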
# Target sequence (P30559 whole entry, looked up): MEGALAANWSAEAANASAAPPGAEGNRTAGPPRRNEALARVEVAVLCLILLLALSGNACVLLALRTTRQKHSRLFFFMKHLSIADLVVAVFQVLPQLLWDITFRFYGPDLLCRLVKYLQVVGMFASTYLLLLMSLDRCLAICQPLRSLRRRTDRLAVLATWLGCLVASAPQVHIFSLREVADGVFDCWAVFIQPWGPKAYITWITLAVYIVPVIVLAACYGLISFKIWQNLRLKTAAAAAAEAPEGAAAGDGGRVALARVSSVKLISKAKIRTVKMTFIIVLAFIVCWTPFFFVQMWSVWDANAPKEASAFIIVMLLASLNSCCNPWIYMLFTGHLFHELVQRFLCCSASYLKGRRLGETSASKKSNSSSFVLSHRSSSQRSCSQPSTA
#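 assay system = CHO-OTR cells, human receptor | schedule = compound 6 min at room temperature before oxytocin, 100 s read | detection = Fluo-8 intracellular calcium fluorescence, ex 470-495, em 515-575 nm | evaluation = normalized max/min fluorescence ratio, % activation | control set = EC15 oxytocin alone as 0%, 75 nM oxytocin (EC100) as 100%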
# CHO parental Ca – ATP-evoked calcium signal inhibitors, parental CHO, primary screen, counter-screen for OX1R antagonist project, cell-based, fluorescence, Fluo-8 calcium dye; parental CHO-K1, ATP-induced calcium, Fluo-8 fluorescence; inhibition, % at 5.6 µM; 330,000 tested, 0.63% active; AID 463079, 2010;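 active means inhibition above that plate's mean sample inhibition plus 3 SD, cut at about 26% in these data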;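 further: 0% = ATP-challenged DMSO wells and 100% = DMSO wells without ATP; some compounds past the cut are filed as inactive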
#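 test system = CHO parental line | reagent = ATP stimulus | measured by = intracellular calcium via Fluo-8 no-wash fluorescent dye | control set = ATP and no-ATP DMSO wells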
# TAAR1 antag – human TAAR1 antagonists, primary screen, Fluo-8 calcium fluorescence, CHO RD-HGA16 cells. 360,000 tested, 1.5% active. inhibition, % at 3 µM. antagonist;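 active means inhibition above a per-plate cutoff, the mean inhibition of test compounds on that plate plus 3 SD, cut at about 49% in these data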;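 further: 0% = DMSO plus EC80 beta-PEA response and 100% = DMSO alone without agonist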
# Target sequence (Q96RJ0 whole entry, looked up): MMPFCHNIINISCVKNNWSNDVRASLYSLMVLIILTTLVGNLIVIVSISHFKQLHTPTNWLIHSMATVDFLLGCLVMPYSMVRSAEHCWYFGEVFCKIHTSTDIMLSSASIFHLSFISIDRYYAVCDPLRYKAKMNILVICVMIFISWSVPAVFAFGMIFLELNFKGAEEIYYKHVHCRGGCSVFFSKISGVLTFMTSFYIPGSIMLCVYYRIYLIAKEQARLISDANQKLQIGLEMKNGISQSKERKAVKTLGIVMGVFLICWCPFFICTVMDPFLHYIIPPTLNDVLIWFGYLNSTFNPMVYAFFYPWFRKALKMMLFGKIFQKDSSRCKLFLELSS
#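 System: CHO RD-HGA16 cells bearing hTAAR1. Reagent: EC80 β-phenethylamine stimulus. Schedule: seeding 17-24 h prior, 75-min 37 °C, 30-min RT dye loading. Signal: Fluo-8 intracellular calcium dye fluorescence, real-time kinetic reads. Read-out: % inhibition from peak post-agonist over basal fluorescence ratio. Benchmarks: vehicle wells and EC80 agonist wells. Replicates: n of 1.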
# CHO-K1 Ca PAM – nonselective calcium activators in parental CHO-K1 cells, primary screen, counter-screen for M1 PAM project, cell-based, Fluo-8 calcium fluorescence, full deck, 1536-well | ATP EC20; 0% at ATP EC20, 100% at ATP max | activation, % at 3 µM | 360,000 tested, 0.02% active | AID 602247, 2012;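 active means activation above the run cutoff, the mean activation of all test compounds plus 3 SD, cut at about 40% in these data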;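 further: peak over basal fluorescence ratio in a 140 s read after ATP addition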
# TAAR1 agonist – human TAAR1 agonists, primary screen, Fluo-8 calcium fluorescence, CHO RD-HGA16 cells. Trace amine-associated receptor 1 (Homo sapiens), Q96RJ0. vehicle wells 0%, saturating PEA agonist 100%. activation, % at 3 µM. 360,000 tested, 0.99% active. AID 624467, 2012;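 active means activation above the mean activation of all test compounds in the run plus 3 SD, cut at about 38% in these data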
#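 Test system: RD-HGA16 (CHO) cells co-expressing Gα16 and hTAAR1 / Benchmarks: DMSO vehicle as 0%, PEA at EC100 as 100% / Repeats: no replicates (n 1) / Measure: % activation from peak over basal fluorescence ratio, DMSO-to-PEA scaled / Timing: 17-24 h plating, Fluo-8 75 min 37 °C, 30 min RT / Technique: kinetic Fluo-8 calcium fluorescence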
# M1 ag parental – counter-screen for M1 agonists: effect in parental CHO-K1 cells | AID 602248, 2012 | 360,000 tested, 0.48% active | activation, % at 3 µM | Fluo-8 calcium fluorescence; scaled to maximal ATP response, vehicle zero; in the data active means activation above about 15%;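 further: untransfected CHO-K1 host cells lacking M1 receptor as counterscreen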
# CHRM1 agonist – human M1 muscarinic receptor agonists, primary screen, Fluo-8 calcium fluorescence, CHO-K1 cells, HTS. CHO-K1 hM1, agonist mode; 0% DMSO, 100% acetylcholine EC100. 360,000 tested, 0.33% active. Muscarinic acetylcholine receptor M1 (Homo sapiens), P11229. activation, % at 3 µM. AID 588814, 2011;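 active means activation above the run's mean compound activation plus 3 SD, cut at about 16% in these data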;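 further: peak over basal fluorescence ratio within a 140 s kinetic read after compound addition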
# V1aR counter – agonists of human V1a receptor, primary screen, counter-screen for OXTR agonist project, fluorescence, CHO-V1R cells | Fluo-8 calcium fluorescence, agonist mode; 0% DMSO, 100% 3 nM vasopressin | 320,000 tested, 0.25% active | activation, % at 3 µM | AID 2797, 2010;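 active means activation above the mean activation of all tested compounds plus 3 SD, per screening run, cut at about 20% in these data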;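 further: signal is peak over basal fluorescence ratio across a 100 second FLIPR read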
# The depositor's hits bear a star; / = no result given.
SMILES,CHO-K1 Ca antag,OXTR potentiate,CHO parental Ca,TAAR1 antag,CHO-K1 Ca PAM,TAAR1 agonist,M1 ag parental,CHRM1 agonist,V1aR counter
O=C(COc1cc(Cl)ccc1Cl)N1CCNC1=O,0.3,/,/,-1.4,-2.1,-0.4,-0.1,-8.2,/
O=C(NC1CCCCCC1)C1c2ccccc2C(=O)N1Cc1ccco1 (stereo unspecified),-4.6,-5.3,-22.1,13.3,4.7,-0.3,-0.3,-3.5,-0.4
Cc1ccccc1S(=O)(=O)N(C)C[C@H]1OCc2cn(nn2)CCCC(=O)N([C@H](C)CO)C[C@@H]1C,7.4,/,/,-22.3,12.4,5.3,1.2,-6.2,/
CCC(CC)NC(=O)c1cccc(Br)c1,-8.2,-2.0,-9.5,-23.1,10.2,1.6,0.6,-3.4,-0.6
Cc1ccc(NC(=O)Nc2nnc(-c3ccccc3F)s2)cc1,-7.0,-2.3,-7.0,-2.6,6.7,0.7,0.2,-1.1,2.7
COc1ccc(C=C2SC(=S)N(CCCC(=O)Nc3ccc(C(=O)O)c(O)c3)C2=O)cc1OC,-6.2,/,/,0.2,22.4,0.7,0.9,-2.1,/
CC(=O)Nc1ccc(NC(=O)CSc2nc(=O)n(CCCN3CCOCC3)c3c2CCC3)cc1,-4.6,/,/,-0.7,9.7,1.5,0.1,-7.4,/
CC(NC(=O)c1ccc2c(c1)OCCO2)C(=O)O (stereo unspecified),2.1,-2.2,-14.0,-6.2,-1.5,1.6,0.4,-1.8,0.2
Cn1nc(-c2ccc(S(N)(=O)=O)s2)cc1C(F)(F)F,7.0,-2.2,7.6,0.3,-13.4,1.9,0.3,-0.7,3.3
COc1ccc(C(=O)Nc2nc3cc(OC)c(OC)cc3c(=O)[nH]2)cc1,-11.3,0.1,-10.5,1.3,27.4,11.6,0.9,-6.2,0.1
Cc1cccc(NC(=S)N(C)C)c1C,3.4,0.8,-11.2,-37.7,-4.5,0.8,3.7,-2.0,-0.2
O=C(N/N=C/c1ccc(-c2cccc([N+](=O)[O-])c2)o1)c1ccccc1O,-1.8,-8.4,-4.9,10.6,8.0,8.3,0.2,-5.2,0.2
COc1ccccc1NS(=O)(=O)c1ccc2nc(CCl)[nH]c2c1,-13.7,-5.4,-0.7,-0.3,8.2,0.4,6.6,0.8,2.1
Cc1ccn2cc(CSc3ccccc3)nc2c1,-13.5,-23.2,-7.5,6.9,20.2,3.5,1.7,-4.4,-0.8
C=CCn1c(N2C(=O)CC(Cc3ccccc3)C2=O)nc2ccccc21 (stereo unspecified),-6.4,-1.7,-10.9,10.2,6.9,5.3,0.9,-7.0,-0.7
COc1ccc(S(=O)(=O)N2CCC(C(=O)N3CCOCC3)CC2)cc1Cl,-0.4,-6.8,-7.6,5.6,15.6,1.0,0.3,-7.7,2.0
Cc1ccc(C(=O)N2CCCC2)cc1S(=O)(=O)N1CCOCC1,-11.5,0.5,-11.4,-33.1,16.8,5.3,1.2,-2.0,0.4
Nc1nn(-c2ccccc2)nc1C(=O)OCc1ccccc1,4.9,-0.9,-8.2,-3.0,-16.7,-2.8,0.4,-4.2,0.1
COc1ccc(C(=O)C2CCCN(Cc3cnc(N4CCOCC4)s3)C2)c(OC)c1 (stereo unspecified),-8.4,-1.2,-11.3,2.1,-3.7,-0.9,0.2,-7.9,0.9
Cc1oc(/N=C/c2ccc3c(c2)OCO3)c(C#N)c1C,-13.4,0.4,-4.6,4.5,13.2,8.6,0.7,-5.1,1.6
O=C(CSc1nnc(-c2ccccc2Br)o1)N1CCOCC1,-4.9,-3.6,-4.3,-11.2,0.8,4.1,0.3,-0.1,1.5
CC(C)c1ccc(NC2CCCN(C(=O)c3ccco3)C2)cc1 (stereo unspecified),-11.6,-4.1,-7.6,-4.9,14.1,-0.2,2.9,-2.7,1.7
Cn1c(SCC(=O)N2CCCC2=O)nnc1-c1ccccc1F,-14.0,-17.7,-10.9,-1.2,12.9,1.4,-0.2,-1.4,0.3
CC(=O)c1cccc(NC(=O)CCNC(=O)c2ccccc2Cl)c1,1.4,-4.6,-2.4,0.6,-13.2,0.7,0.8,-2.9,-0.8
CN(Cc1ccccc1)C(=O)c1cnc2n(c1=O)CCS2,-15.6,-5.3,-9.5,12.4,6.7,13.2,0.2,-3.9,0.2
COc1ccc(NC(=O)C2C3C=CC4(O3)C2C(=O)N(CCCN2CCCC(C)C2)C4C(=O)NC2CCCCC2)cc1 (stereo unspecified),-8.2,2.3,-13.4,5.7,14.3,3.2,1.3,-7.3,0.3
CCOC(=O)Cn1c2c(c(-c3ccccc3OC)cc1=O)CCCC2,-23.6,-7.0,-32.8,19.3,6.4,5.4,-0.4,-7.0,-0.7
O=C(CSCc1ccccc1)Nc1cccc(C(=O)Nc2ccc(C(=O)O)cc2)c1,-9.5,-2.4,-9.8,-2.8,14.0,9.0,0.5,-2.7,0.9
Cc1cc(C)cc(OC(C)C(=O)NCCCn2ccnc2)c1 (stereo unspecified),-9.4,4.2,-7.5,-9.0,12.0,0.9,-0.1,-11.3,0.9
CCOC(=O)N1CCN(C(=O)COc2ccc(Cl)cc2)CC1,-7.8,12.2*,-10.7,6.3,4.1,11.9,0.4,1.5,1.3
Cc1ccc(C)c(N(CC(=O)NC2CCCC2)C(=O)CCC(=O)Nc2nccs2)c1,-5.8,-1.4,-17.7,-30.3,3.6,5.4,0.0,1.6,3.6
c1ccc2c(c1)nc(N1CCOCC1)c1ccccc12,-28.3,-12.7,-24.6,-22.6,17.9,7.3,0.9,-2.3,-0.7
Cc1ccc(/C=C/C(=O)O)cc1S(=O)(=O)Nc1ccc2c(c1)OCO2,11.2,-10.7,-5.2,6.1,-12.8,8.5,0.0,-5.5,0.9
COCc1nnc(NC(=O)CCCOc2ccccc2OC)s1,-1.6,-11.9,-17.6,-5.2,1.7,6.6,-0.1,-0.9,-1.2
Cc1ccsc1/C=N/NC(=O)CN1CCN(Cc2ccccc2)CC1,-11.9,-7.0,-28.0,-24.4,16.4,2.8,0.1,-5.4,0.9
O=C(NCc1cccnc1)c1nn2cccnc2c1Cl,-6.7,-0.1,-7.3,-20.1,17.6,1.1,1.0,-1.2,1.3
CCC(C)c1ccccc1N1CC(C(=O)NCCCn2nc(C)cc2C)CC1=O (stereo unspecified),-13.9,-4.4,-20.4,3.7,17.5,-3.0,0.1,-4.5,-1.3
COc1ccc(-c2csc(N3CCC(C(N)=O)CC3)n2)cc1,-16.6,-1.3,-3.4,-11.0,17.9,2.3,0.6,-3.2,0.3
CC(C)OC(=O)c1c(N)n(CCCN2CCOCC2)c2nc3ccccc3nc12,-10.9,-2.3,-22.8,-5.0,17.5,6.1,0.6,-4.2,-0.1
Cc1[nH]ccc(=O)c1OCC(=O)O,-4.5,-6.4,-2.9,-6.5,9.7,5.3,1.9,-3.1,0.9
CN(C)c1c(F)cc(-c2nn[nH]n2)cc1F,-0.5,-3.7,-16.9,-9.2,-11.6,14.4,0.0,3.8,1.6
CC1CCCC(C)N1S(=O)(=O)c1ccc(NC(=O)CNCC2CCCO2)cc1 (stereo unspecified),-13.9,-4.8,-11.5,13.8,5.9,10.4,1.7,-6.6,1.1
Cc1cc(NC(=O)CN2C(=O)S/C(=C\c3ccccc3)C2=O)no1,0.3,6.7,-2.4,-5.7,20.8,1.7,7.7,-1.8,-0.9
CCNC(=S)N(Cc1cccs1)Cc1cc2cc(OCC)ccc2[nH]c1=O,-8.0,-14.5,-34.3,8.2,-2.3,6.9,2.0,-6.7,0.0
O=C(CCCSc1ccccc1)Nc1nc(-c2ccccn2)cs1,-9.7,-11.6,-18.8,14.3,14.3,11.4,2.7,-0.9,1.9
CC(=O)Nc1ccc(CC(=O)NCCC(c2ccccc2)c2ccccc2)cc1,-1.4,-9.5,-19.3,-8.3,-11.1,0.3,0.1,-2.5,-0.8
Cc1nn(CC(=O)N2CCCCCC2)c(=O)c2cc3occc3n12,-9.1,-2.1,-4.2,1.1,17.1,0.8,0.1,-0.7,-0.1
O=c1c2ccccc2nnn1Cc1ccc(Br)cc1,-9.6,2.9,-12.8,4.1,-1.4,-1.4,1.1,-6.5,-0.3
Cc1ccc(C2=NOC(C)(c3sc(-c4ccc(Cl)cc4)nc3C)C2)cc1 (stereo unspecified),-18.8,6.4,-24.9,3.2,25.7,6.6,1.1,-1.5,1.9
NS(=O)(=O)c1ccc(NC(=O)CSc2nc3ccccc3nc2N2CCOCC2)cc1,-1.5,-7.0,-3.6,4.2,15.4,2.1,1.2,1.2,0.8
CC(C)(C)c1ccc(C(=O)NN2CCOCC2)cc1,8.8,-6.4,4.2,-12.3,1.7,0.6,0.5,-2.3,5.8
CC1(C(=O)Nc2cccc3ncccc23)CCN1C(=O)CCc1ccccc1 (stereo unspecified),-6.0,/,/,10.1,13.6,1.8,2.5,-0.1,/
